# Assay outcomes: PubChem BioAssay, several laboratories
# PDI inh: inhibitors of human PDI, primary screen, biochemical, turbidity, single point, plate reader | Protein disulfide-isomerase (Homo sapiens), P07237 | PDI insulin aggregation turbidity, A650, 90 min | inhibition, % at 10 µM | hit rate 0.052% among 350,000 | AID 588391, 2011;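 active means mean inhibition across replicates of 30% or more, whatever share of single replicates reach that level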;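 further: absorbance from insulin aggregation driven by PDI reduction with DTT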
# Target sequence (P07237 whole entry, looked up): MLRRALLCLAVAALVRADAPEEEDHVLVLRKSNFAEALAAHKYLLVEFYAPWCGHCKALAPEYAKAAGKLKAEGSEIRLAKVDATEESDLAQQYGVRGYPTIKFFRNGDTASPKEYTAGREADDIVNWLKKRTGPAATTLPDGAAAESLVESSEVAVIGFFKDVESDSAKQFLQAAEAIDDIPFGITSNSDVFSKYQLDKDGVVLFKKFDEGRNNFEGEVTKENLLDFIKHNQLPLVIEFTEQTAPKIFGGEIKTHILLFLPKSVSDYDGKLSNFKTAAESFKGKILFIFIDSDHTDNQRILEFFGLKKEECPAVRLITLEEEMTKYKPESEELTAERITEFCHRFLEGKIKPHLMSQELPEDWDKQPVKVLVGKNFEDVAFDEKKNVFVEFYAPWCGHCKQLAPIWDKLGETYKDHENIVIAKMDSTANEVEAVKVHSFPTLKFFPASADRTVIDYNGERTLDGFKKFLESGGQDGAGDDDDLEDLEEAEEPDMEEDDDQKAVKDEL
# NR2E3 ag-1: NR2E3 agonists in two-hybrid cells, primary screen, cell-based, luminescence, CHO-S, Gal4-NCOR/VP16-NR2E3. AID 602229, 2012. inhibition of corepressor binding, % at 3.98 µM. Photoreceptor-specific nuclear receptor (Homo sapiens), Q9Y5X4. luciferase. hit rate 0.35% among 360,000;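 active means inhibition above the mean of all tested compounds plus 3 SD, cut at about 70% in these data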;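 further: 0% = DMSO with NR2E3 transfected cells and 100% = cells lacking NR2E3 construct; higher means lower luciferase signal from less NR2E3 corepressor binding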
# Target sequence (Q9Y5X4 whole entry, looked up, the tested form may be a part): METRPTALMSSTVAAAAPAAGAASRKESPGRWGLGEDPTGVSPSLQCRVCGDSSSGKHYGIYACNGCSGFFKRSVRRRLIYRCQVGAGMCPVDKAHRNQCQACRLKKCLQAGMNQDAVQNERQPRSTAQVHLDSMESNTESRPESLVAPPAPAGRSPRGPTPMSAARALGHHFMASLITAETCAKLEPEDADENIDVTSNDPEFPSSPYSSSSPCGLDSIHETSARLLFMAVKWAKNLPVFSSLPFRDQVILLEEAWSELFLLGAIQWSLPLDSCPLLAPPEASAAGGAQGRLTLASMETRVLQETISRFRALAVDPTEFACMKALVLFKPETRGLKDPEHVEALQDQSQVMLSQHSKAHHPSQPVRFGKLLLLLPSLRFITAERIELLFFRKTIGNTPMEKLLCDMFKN
# CaV13 ICDI inh: Disruptors of the CACNA1D IQ motif to Ca2+-dependent inactivation inhibitor domain association, primary screening, Förster resonance energy transfer in intact living …; HEK cells, CFP/YFP FRET ICDI-IQ, plate reader, 10 min; percent FRET-ratio fall versus neutral wells; inhibition, % at 12.3 µM; AID 743397; hit rate 0.098% among 340,000;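 active means mean replicate inhibition of at least 30% and at least 1% of replicates passing that level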;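 further: 0% = median of the neutral control wells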
# CF NFkB inh: inhibitors of PAF-induced NF-kB signaling, primary screen, cell-based, GFP fluorescence, uHTS; AID 588850, 2011; inhibition, % at 5 µM; hit rate 0.86% among 360,000; KKLEB NF-kB-GFP reporter, GFP fluorescence overnight;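 active means at least 50% inhibition at 5 µM, scaled per plate between neutral and stimulator controls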;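 further: PAF is a Pseudomonas aeruginosa culture filtrate used as stimulus; plate controls were PAF-stimulated DMSO wells for no effect and unstimulated DMSO wells for full effect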
# Vif imaging: HIV Vif self-association inhibitors, primary screen, imaging, HEK293T, single point. hit rate 0.35% among 340,000. inhibition, % at 7.49 µM. HEK293T cells, Vif self-association by quenched fluorescence, 24 h; in the data active means inhibition above about 50%, passing the limit was not always enough; further: some results filed as inactive read as strong as hits
# Shn3 3UTR inh: reduction of Shn3 3'UTR firefly luciferase signal, primary screen, Schnurri-3 inhibitor project, cell-based, Clone20 osteoblasts, set 2; AID 588674, 2011; hit rate 0.52% among 360,000; Clone20 osteoblast Shn3 3'UTR firefly luciferase, 24 h; inhibition, % at 12.5 µM;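 active means mean inhibition of at least 75% with every replicate also reaching 75%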;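 further: 0% = median of neutral control wells and 100% = pilot-screen positive control compound; some compounds past the cut are filed as inactive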
# NR2E3 ag-2: inhibitors of NR2E3-RetCOR corepressor binding, primary screen, NR2E3 agonist project, biochemical, TR-FRET, GST-NR2E3, biotin-RetCOR | 1536-well | inhibition of corepressor binding, % at 4.78 µM | hit rate 0.12% among 320,000 | AID 2300, 2010;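 active means percent inhibition above the cutoff of mean plus 3 SD of all tested compounds, set per screening campaign, cut at about 20% in these data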;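 further: 0% = DMSO wells and 100% = biotin wells as full block of FRET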
#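 Material – GST-tagged NR2E3 plus biotinylated RetCOR corepressor · Quantity – NR2E3 fusion 1.35 nM · Times – 5 h incubation at 4 °C · Medium – pH 7.5 Tris-based buffer · Technique – TR-FRET, Eu(K)-anti-GST donor, streptavidin-D2 acceptor, ex 340, em 617/671 nm · Benchmarks – high control biotin, low control 0.6% DMSO · Format – 1536-well plates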
# HIF-2a block: HIF-2a reporter inhibitors, primary screen, luminescence, 786-0 RCC cells; 786-0 RCC cells HIF-2a reporter, luciferase luminescence, overnight; inhibition, % at 18.8 µM; hit rate 0.72% among 360,000;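 active means inhibition of the luminescence signal of 40% or more relative to plate controls, in a single-dose primary screen at 18.75 µM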
# TRPM1 prom inh: inhibitors of MITF-dependent TRPM1 promoter reporter, primary screen, cell-based, SK-MEL-5, single point, luciferase | SK-MEL-5 TRPM1 promoter luciferase, 24 h | inhibition, % at 12.5 µM | hit rate 0.83% among 330,000;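 active means mean inhibition across replicates of 60% or more, whatever share of single replicates reaches that level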; further: values of inactives mirror those of a sister screen read the other way
# KKLEB cytotox: cytotoxicity in KKLEB CF airway cells, primary screen, cytotoxicity control for CF NF-kB inhibitor project, cell-based, uHTS, fluorescence assay plates. KKLEB CF airway cells viability, ATPlite luminescence, overnight; active compounds read low; cells stimulated with P. aeruginosa culture filtrate. activity change (cytotoxicity), % at 5 µM. hit rate 0.36% among 360,000. AID 602141, 2011;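 active means corrected activity change at or below -50% at 5 µM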
# Peg3 prom inh: Peg3 promoter-driven luciferase inhibitors, primary screen, cell-based, HeLa, luciferase luminescence; HeLa PEG-Prom luciferase reporter, overnight; inhibition, % at 20 µM; hit rate 1.7% among 360,000;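 active means inhibition of at least 50% at 20 µM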
# Starred values were filed as active, the others as inactive; · = no result given.
[1] CCN(CC)CCCn1c2c(c(SCC(=O)Nc3cc(C)on3)nc1=O)CCC2
[2] CCOc1ccc(NC(=O)CSc2nc3ccccc3c(=O)n2CCCC(=O)N2CCCC2)cc1
[3] Cc1[nH]nc(SCC(=O)NCC(C)C)c1[N+](=O)[O-]
[4] Cc1c(C=O)c(C=O)c(C)n1Cc1ccccc1
[5] Brc1ccc(C2=Nn3cnnc3SC2)cc1
[6] COC(=O)c1sccc1NC(=O)CSc1ccccc1NS(=O)(=O)c1cc(Cl)ccc1Cl

compound no.,1,2,3,4,5,6
KKLEB cytotox,4,-4,0,-48,28,7
HIF-2a block,14,-3,3,-18,8,8
Vif imaging,24,0,3,-15,7,-18
CF NFkB inh,4,0,-5,53*,-10,31
PDI inh,-19,9,-3,3,8,6
Peg3 prom inh,-13,20,-17,41,26,36
TRPM1 prom inh,6,8,-22,45,15,15
NR2E3 ag-2,4,-2,-2,-2,4,1
Shn3 3UTR inh,12,-20,8,9,25,11
NR2E3 ag-1,-9,-6,-20,19,-17,90*
CaV13 ICDI inh,-7,-5,-7,·,-4,-6

[7] COc1ccc(CCNC(=O)C23CCC(C)(C(=O)O2)C3(C)C)cc1OC (stereo not drawn)
[8] Cc1cc(NS(=O)(=O)c2ccc(NC(=O)/C=C/c3c(F)cccc3Cl)cc2)no1
[9] O=C1CN(C(=O)COC(=O)CNS(=O)(=O)c2ccccc2)c2ccccc2N1
[10] CCNC(=S)N1CCC(C(=O)c2ccc(Cl)cc2)CC1
[11] CCN1C[C@@H]2[C@@H]3C(=O)N(Cc4ccccc4)C(=O)[C@@H]3[C@](CC)(C1=O)N2C(=O)c1ccc(C(C)(C)C)cc1
[12] CC(C(=O)NCC1CCCO1)N1C(=O)C2C3CC(C(Br)C3Br)C2C1=O (stereo not drawn)

compound no.,7,8,9,10,11,12
KKLEB cytotox,5,-5,5,9,-4,-2
HIF-2a block,12,11,9,1,9,22
Vif imaging,-13,0,5,-4,-5,0
CF NFkB inh,-11,-4,-17,-6,-10,2
PDI inh,4,10,1,-9,5,-2
Peg3 prom inh,12,-7,3,19,-5,8
TRPM1 prom inh,-3,9,6,3,1,10
NR2E3 ag-2,-4,2,-2,1,·,3
Shn3 3UTR inh,·,-11,0,-3,-9,-1
NR2E3 ag-1,29,14,-7,8,-18,-9
CaV13 ICDI inh,-4,-2,-2,1,-8,-5

# Molecules above that contain bromine (2):
[5] Brc1ccc(C2=Nn3cnnc3SC2)cc1
[12] CC(C(=O)NCC1CCCO1)N1C(=O)C2C3CC(C(Br)C3Br)C2C1=O (stereo not drawn)

compound no.,5,12
KKLEB cytotox,28,-2
HIF-2a block,8,22
Vif imaging,7,0
CF NFkB inh,-10,2
PDI inh,8,-2
Peg3 prom inh,26,8
TRPM1 prom inh,15,10
NR2E3 ag-2,4,3
Shn3 3UTR inh,25,-1
NR2E3 ag-1,-17,-9
CaV13 ICDI inh,-4,-5

# Returning to the listing; the three compounds before the break are reprinted first.
[10] CCNC(=S)N1CCC(C(=O)c2ccc(Cl)cc2)CC1
[11] CCN1C[C@@H]2[C@@H]3C(=O)N(Cc4ccccc4)C(=O)[C@@H]3[C@](CC)(C1=O)N2C(=O)c1ccc(C(C)(C)C)cc1
[12] CC(C(=O)NCC1CCCO1)N1C(=O)C2C3CC(C(Br)C3Br)C2C1=O (stereo not drawn)
[13] CCN(CC)S(=O)(=O)c1cccc(-c2nnc(SCC#N)n2Cc2ccccc2)c1
[14] S=C(c1ccc(N2CCCC2)c(Br)c1)N1CCCCC1
[15] Cc1ccc(OCC(=O)c2c(N)n(C)c(=O)n(C)c2=O)c([N+](=O)[O-])n1
[16] COc1ccc(Cl)cc1C(=O)NNC(=O)CCNC(=O)c1ccccc1
[17] Cc1cc(COc2ccccc2O)on1
[18] Cn1nc(C(=O)N2CCN(S(=O)(=O)c3ccccc3)CC2)c2ccccc2c1=O

compound no.,10,11,12,13,14,15,16,17,18
KKLEB cytotox,9,-4,-2,3,-11,3,12,10,2
HIF-2a block,1,9,22,0,7,17,5,0,15
Vif imaging,-4,-5,0,-8,0,-3,3,-5,0
CF NFkB inh,-6,-10,2,3,4,21,-27,-9,5
PDI inh,-9,5,-2,-10,-9,-2,2,6,-2
Peg3 prom inh,19,-5,8,1,-34,5,4,-7,11
TRPM1 prom inh,3,1,10,0,2,2,·,-7,2
NR2E3 ag-2,1,·,3,-3,-3,11,·,-3,0
Shn3 3UTR inh,-3,-9,-1,-8,-1,-8,-9,-9,14
NR2E3 ag-1,8,-18,-9,-43,-5,0,1,1,-20
CaV13 ICDI inh,1,-8,-5,-4,-2,-7,-5,-5,-6

[19] Cc1nc(N2CCN(Cc3ccccc3)CC2)[nH]c(=O)c1C
[20] O=C(CN1CCN(S(=O)(=O)c2ccc(Br)cc2)CC1)N/N=C/c1cc([N+](=O)[O-])ccc1Cl
[21] CC(C)(C)c1ccc(-n2ncc3c2CCCC3NC(=O)CN2CCOC2=O)cc1 (stereo not drawn)
[22] COc1ccc(NC(=S)N2CCN(Cc3cccc(F)c3)CC2)c(OC)c1
[23] COc1ccc(C(=O)NC2CCN(C(=S)Nc3cc(C)ccc3C)CC2)cc1
[24] Nc1nc(Nc2cccc(Cl)c2)n[nH]1

compound no.,19,20,21,22,23,24
KKLEB cytotox,5,-6,7,-12,5,-1
HIF-2a block,16,11,5,-12,15,3
Vif imaging,2,0,-1,3,-3,-2
CF NFkB inh,2,-7,-32,9,9,-8
PDI inh,-6,1,16,0,0,-3
Peg3 prom inh,18,9,1,3,1,-2
TRPM1 prom inh,10,16,16,2,3,-12
NR2E3 ag-2,3,1,0,2,-1,-2
Shn3 3UTR inh,7,8,75,2,1,22
NR2E3 ag-1,2,-32,50,-17,-1,-26
CaV13 ICDI inh,-5,-4,-5,4,-5,-21

[25] COc1c(F)c(F)c(C(=O)Nc2ccc(NC(=O)Cc3ccccc3)cc2)c(F)c1F
[26] CC1=C(C(=O)N(C)C)CC(CC(=O)NCCN2CCOCC2)C(=O)N1Cc1ccc(F)cc1 (stereo not drawn)
[27] COc1ccc(NC(=O)c2cc(OC)c(OC)c(OC)c2)cn1
[28] Cc1ccc(S(=O)(=O)N(C)C)cc1NC(=O)COC(=O)c1ccc2c(c1)NC(=O)CS2
[29] C#Cc1ccc([C@@H]2C=C(C(=O)NCc3ccccc3)O[C@H](OCc3ccc(CO)cc3)C2)cc1
[30] CCOc1c(Br)cc(C2NC(=O)CCC2[N+](=O)[O-])cc1OC (stereo not drawn)

compound no.,25,26,27,28,29,30
KKLEB cytotox,5,-4,-4,2,16,-2
HIF-2a block,8,2,13,12,-13,17
Vif imaging,-2,-2,3,6,-4,-8
CF NFkB inh,-11,3,0,-14,-18,14
PDI inh,3,6,-1,1,2,13
Peg3 prom inh,-9,-29,-18,20,-7,-3
TRPM1 prom inh,-6,·,6,-16,5,12
NR2E3 ag-2,-2,·,-2,0,-1,0
Shn3 3UTR inh,-4,-19,-21,-2,1,-16
NR2E3 ag-1,-6,-12,-17,-1,17,-26
CaV13 ICDI inh,-14,-8,-9,-3,-11,-20

[31] CC(C)Oc1ccc(/C(O)=C2/C(=O)C(=O)N(CCN3CCNCC3)C2c2cccc([N+](=O)[O-])c2)cc1 (stereo not drawn)
[32] CCOc1ccccc1C(=O)N[C@H](C(=O)OCc1csc(CC(=O)Nc2ccc(C)cc2)n1)C(C)C
[33] Cc1ccc(Oc2nc(-c3cccnc3)nc3ccccc23)c([N+](=O)[O-])n1
[34] O=C(O)c1ccc(N2C(=O)CC(SC(=Nc3ccccc3)Nc3ccccc3)C2=O)cc1 (stereo not drawn)
[35] COc1ccc(C(=O)N(CN2CCCC2=O)c2ccccc2OC)cc1OC
[36] Cc1[nH]c2ccc(-c3n[nH]c(=S)n3-c3ccccc3)cc2c1C

compound no.,31,32,33,34,35,36
KKLEB cytotox,-2,-1,-17,7,6,-1
HIF-2a block,12,3,11,5,17,7
Vif imaging,-2,-12,0,-20,-13,2
CF NFkB inh,2,11,16,-29,6,-3
PDI inh,11,6,5,3,3,3
Peg3 prom inh,10,29,7,5,-3,8
TRPM1 prom inh,-3,11,10,5,-2,-12
NR2E3 ag-2,2,·,2,2,3,-1
Shn3 3UTR inh,-2,42,20,-22,11,-18
NR2E3 ag-1,15,4,-32,-5,-15,4
CaV13 ICDI inh,-20,-6,3,-5,-5,-5

[37] COc1ccc(C(C#N)N2N=C(C)CC2c2ccccc2)cc1 (stereo not drawn)
[38] C=CCSc1nnc(NC(=O)CN2C(=O)NC3(CCCC3)C2=O)s1
[39] CCN(CC)c1ccc(NC(=O)COC(=O)CSc2ccc(Br)cc2C)cc1
[40] Cc1cc(NC(=O)CCSc2nc(-c3ccco3)cc(C(F)(F)F)n2)no1
[41] Fc1ccccc1Cc1noc(CN2CCCC(CN3CCOCC3)C2)n1 (stereo not drawn)
[42] C=CCNC(=O)c1cnc(-c2ccccc2)nc1-c1ccccc1

compound no.,37,38,39,40,41,42
KKLEB cytotox,-2,0,-6,14,5,2
HIF-2a block,12,9,-10,7,12,7
Vif imaging,9,-3,6,·,2,-3
CF NFkB inh,-9,4,5,-1,2,0
PDI inh,-2,0,-8,-3,-3,5
Peg3 prom inh,8,8,4,6,24,14
TRPM1 prom inh,10,-1,-1,-6,12,13
NR2E3 ag-2,2,-1,-5,4,-9,1
Shn3 3UTR inh,-9,-5,-3,20,17,7
NR2E3 ag-1,-25,-9,9,-17,-16,-11
CaV13 ICDI inh,-19,-5,-5,-5,-2,-21

[43] CCC1(C)CC(c2csc(N)n2)CCO1 (stereo not drawn)
[44] C#CCNC(=O)c1cccn1-c1ncc(C(F)(F)F)cc1Cl
[45] COc1ccc(-c2cc(C(=O)N3CC4(C)CC3CC(C)(C)C4)no2)cc1OC (stereo not drawn)
[46] CCCc1n[nH]c(=S)n1Cc1ccco1
[47] CC(=O)Nc1ccc(/C(C)=N/NC(=O)C2CC2c2ccccc2)cc1 (stereo not drawn)

compound no.,43,44,45,46,47
KKLEB cytotox,-6,-6,8,-2,8
HIF-2a block,5,34,14,16,7
Vif imaging,-1,18,-18,-3,7
CF NFkB inh,19,6,4,-12,1
PDI inh,-4,6,-1,4,5
Peg3 prom inh,-2,8,24,12,-1
TRPM1 prom inh,-2,-6,11,-10,0
NR2E3 ag-2,-2,2,-3,2,1
Shn3 3UTR inh,-10,4,3,-5,20
NR2E3 ag-1,11,2,-24,-16,-19
CaV13 ICDI inh,-6,-5,-6,-17,-3
